HTRA1 inh: HTRA1 (human) protease inhibition; Q92743; recombinant HTRA1, FP-rhodamine activity-based probe, fluorescence polarization; inhibition, % at 5.96 µM; hit rate 0.5% among 340,000; in the data active = inhibition above about 36%;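 note: 0% = enzyme with DMSO and 100% = wells lacking enzyme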
GC-A act: GC-A (human) enzyme activation | P16066 | HEK293 GC-A cells, cGMP TR-FRET, EC30 ANP; 0% at EC30 ANP, 100% saturating ANP | activation, % at 10 µM | hit rate 0.14% among 370,000; in the data active = activation above about 40%
Target sequence (P16066 whole entry, looked up): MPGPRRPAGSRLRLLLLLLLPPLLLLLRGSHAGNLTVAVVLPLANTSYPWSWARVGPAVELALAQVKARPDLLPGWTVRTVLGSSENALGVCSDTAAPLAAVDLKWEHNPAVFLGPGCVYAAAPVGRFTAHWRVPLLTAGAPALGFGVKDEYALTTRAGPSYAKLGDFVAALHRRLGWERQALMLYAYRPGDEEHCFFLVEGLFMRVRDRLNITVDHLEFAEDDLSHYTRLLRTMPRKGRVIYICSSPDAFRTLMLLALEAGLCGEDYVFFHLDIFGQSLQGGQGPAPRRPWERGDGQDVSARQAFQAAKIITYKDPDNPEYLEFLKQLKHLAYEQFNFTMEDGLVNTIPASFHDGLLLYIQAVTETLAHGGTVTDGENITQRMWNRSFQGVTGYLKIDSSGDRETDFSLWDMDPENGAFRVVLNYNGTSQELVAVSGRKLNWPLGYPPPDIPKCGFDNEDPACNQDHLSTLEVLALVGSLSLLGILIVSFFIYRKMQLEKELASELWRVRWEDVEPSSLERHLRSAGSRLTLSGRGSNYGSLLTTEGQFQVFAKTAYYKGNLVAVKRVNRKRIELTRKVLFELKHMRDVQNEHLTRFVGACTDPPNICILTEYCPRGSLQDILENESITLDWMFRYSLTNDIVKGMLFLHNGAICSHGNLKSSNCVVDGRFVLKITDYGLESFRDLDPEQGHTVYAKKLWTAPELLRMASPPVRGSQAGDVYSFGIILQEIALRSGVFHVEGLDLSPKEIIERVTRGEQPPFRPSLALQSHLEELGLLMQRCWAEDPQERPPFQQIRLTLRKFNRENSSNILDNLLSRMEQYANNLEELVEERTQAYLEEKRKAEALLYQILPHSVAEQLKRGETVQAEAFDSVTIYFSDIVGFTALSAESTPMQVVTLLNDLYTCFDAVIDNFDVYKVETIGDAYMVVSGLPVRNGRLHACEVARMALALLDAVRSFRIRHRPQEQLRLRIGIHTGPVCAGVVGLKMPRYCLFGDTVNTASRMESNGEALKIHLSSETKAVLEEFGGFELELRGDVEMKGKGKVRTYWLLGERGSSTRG
SMARCA2 activ: SMARCA2 function activation, primary screen | MG213 cells, MMTV-luciferase reporter, dexamethasone, overnight | hit rate 1% among 370,000 | activation, % at 9.1 µM; in the data active = activation above about 7.8%;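 note: 0% = vehicle wells and 100% = reference activator wells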
GC-B act: GC-B (human) receptor activation; activation, % at 10 µM; AID 1920062; hit rate 0.11% among 370,000; HEK293-GC-B cells, CNP EC30, cGMP TR-FRET; 0% at EC30 CNP, 100% saturating CNP;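 active = activation at 10 µM reaching about 35% in either raw or pattern-adjusted values, limit read from the data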
ARFGAP1 inh: inhibits rat ARF GTPase activating protein 1; Arfgap1-stimulated ARF1 GTP hydrolysis, GDP FP detection; hit rate 0.26% among 360,000; AID 651572; inhibition, % at 16.5 µM; Q62848;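 active = inhibition above a per-plate limit, mean inhibition of low control wells plus 3 SD, cut at about 25% in these data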;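 note: 0% = DMSO wells with enzyme and 100% = wells lacking Arfgap1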
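Repeats: one replicate per compound; assay system: rat Arfgap1 catalytic domain, aa 1-136; times: enzyme reaction 120 min at 25 °C after 20 min preincubation; detection: FP of antibody-bound GDP Alexa 633 tracer, ex 620/em 688 nm; benchmarks: high control wells lacking Arfgap1, low control full reaction with DMSO; reagent: human ARF1(Δ1-17)-GTP substrate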
ABHD4 inh: ABHD4 (mouse) inhibition, primary FP screen. Q8VD66. inhibition, % at 8.92 µM. purified mABHD4, FP-Rh probe fluorescence polarization. hit rate 0.54% among 370,000. AID 720543;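 active = inhibition exceeding the mean over every tested compound plus 3 SD, cut at about 30% in these data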;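 note: 0% = plate median of compound wells and 100% = S159A mutant with DMSO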
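Doses – 8.92 µM, single dose · Material – wild-type mouse ABHD4 protein · Replication – single well per compound (singlicate) · Measure – percent inhibition of probe binding, normalized to plate controls · Schedule – 45 min compound pre-incubation plus 60 min probe step, 25 °C · Detection – fluorescence polarization with parallel and perpendicular emission, 525/598 nm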
ASAP1 inh: inhibitors of human ASAP1 ArfGAP activity; Q9ULH1; ASAP1-stimulated ARF1 GTP hydrolysis, GDP FP detection; inhibition, % at 16.5 µM; hit rate 0.19% among 360,000; AID 624377; in the data active = inhibition above about 25%;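 note: 0% = vehicle with enzyme and substrate and 100% = no enzyme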
rCAG binder: molecules binding r(CAG) RNA repeats | r(CAG) RNA repeat, TO-PRO-1 dye displacement fluorescence | inhibition, % at 3 µM | hit rate 1.3% among 370,000;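 active = inhibition above the plate cutoff, the mean of all test compounds on that plate plus 3 SD, cut at about 35% in these data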;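 note: 0% = DMSO alone and 100% = 100 µM mitoxantrone as full dye displacement; higher means more dye released from RNA so lower well fluorescence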
PG9 binder: small molecules binding HIV-1 gp120 antibody PG9; TR-FRET gp120-PG9 antibody binding; inhibition, % at 6.7 µM; hit rate 0.43% among 360,000; in the data active = inhibition above about 8.5%
Rev-erbA mod: modulators of human Rev-erb alpha DNA binding | P20393 | Rev-erbα–FITC-DNA binding, fluorescence polarization, 90 min | activity, % at 10 µM | hit rate 0.79% among 370,000;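 active = activity above about 14%, limit read from the data; passing the limit was not always enough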;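 note: 0% = DMSO wells with 35 nM protein and 100% = DMSO wells with 750 nM protein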
* hit, by the source's call; . = no result given. Random draw from the library. About 4.4% of those tested had a hit in this group.

SMILES	HTRA1 inh	GC-A act	SMARCA2 activ	GC-B act	ARFGAP1 inh	ABHD4 inh	ASAP1 inh	rCAG binder	PG9 binder	Rev-erbA mod
COc1cccc(NC(=O)CCCN2C(=O)C3CC=CCC3C2=O)c1 (stereo unspecified)	0	3	5	-4	3	0	8	-3	-1.5	-2
Cc1ccc(C)c(OCCCNCc2ccccc2)c1	5	-6	-4	-5	11	10	-3	7	-1.5	-8
Cc1ccc(C(=O)Nc2cccc(S(=O)(=O)N3CCCCC3)c2)cc1S(=O)(=O)N1CCOCC1	-24	-2	-1	3	5	-25	12	16	0.1	-5
O=C(COc1ccc([N+](=O)[O-])cc1)Nc1ccccc1N1CCCC1	12	-2	0	-2	7	0	7	-2	-4.3	0
Cc1cc(C(F)(F)F)nc(SCC(=O)c2cccc([N+](=O)[O-])c2)n1	-4	1	-1	-2	4	-2	6	-2	1.4	2
O=S(=O)(Nc1ncnc2sc3c(c12)CCC3)c1cc(F)ccc1F	7	4	-4	2	-11	-2	3	3	1.1	3
O=C(/C(=C/c1ccncc1)n1ccnc1)c1ccc(Cl)cc1Cl	.	-1	1	-11	13	9	-8	7	-0.3	-1
COc1cc2nc(SCc3c(C)noc3C)n(CCC3=CCCCC3)c(=O)c2cc1OC	9	-21	1	-9	-6	4	-12	0	-1.1	3
O=c1ccc(-c2ccc(S(=O)(=O)Nc3cccc([N+](=O)[O-])c3)s2)n[nH]1	0	1	-2	0	-5	7	13	8	-0.7	3
O=C(Nc1cc(=O)[nH]c(=O)[nH]1)c1cccc(C(F)(F)F)c1	4	5	-1	-4	2	8	-10	2	-0.4	0
O=C(O)c1cccc(-c2ccccc2)c1O	-5	5	7	-4	7	-3	0	4	-1.0	3
Cc1ccc(CN2CCC(C)(Oc3ccc(Cl)cc3)C2)cc1 (stereo unspecified)	.	-3	-2	-5	5	7	4	-1	0.2	8
CC(Cc1cnccn1)NC(=O)c1cc(COc2ccc(F)cc2F)on1 (stereo unspecified)	1	16	2	2	-6	1	-5	-2	-0.9	3
Cc1ccccc1Nc1nc(N)nc(CSc2ccccc2)n1	-7	2	7	-1	-1	1	4	-2	1.1	6
COC(=O)c1c(NC(=O)CN2CCOCC2)sc2c1CCC(C)C2 (stereo unspecified)	-3	1	1	1	0	1	3	-3	0.2	4

Looked up by structure from the entries so far:
SMILES	HTRA1 inh	GC-A act	SMARCA2 activ	GC-B act	ARFGAP1 inh	ABHD4 inh	ASAP1 inh	rCAG binder	PG9 binder	Rev-erbA mod
O=C(O)c1cccc(-c2ccccc2)c1O	-5	5	7	-4	7	-3	0	4	-1.0	3
Cc1ccccc1Nc1nc(N)nc(CSc2ccccc2)n1	-7	2	7	-1	-1	1	4	-2	1.1	6

The listing continues.
SMILES	HTRA1 inh	GC-A act	SMARCA2 activ	GC-B act	ARFGAP1 inh	ABHD4 inh	ASAP1 inh	rCAG binder	PG9 binder	Rev-erbA mod
Fc1ccc2cnc(-c3ccccc3)c(-c3ccc(C(F)(F)F)cc3)c2c1	-14	-2	3	-3	-5	-2	-19	-2	-1.6	0
CCOC(=O)CNC(=O)CSc1ncnc2c1cnn2-c1ccc(OC)cc1	-4	9	1	-9	8	-14	5	4	2.2	0
COc1cccc(/C=N/NC(=O)c2ccccc2)c1OS(=O)(=O)c1ccccc1	-22	-2	3	3	2	1	16	-1	-3.6	-1
O=S(=O)(Nc1ccc2oc(-c3ccccc3)nc2c1)c1ccccc1	-45	0	1	-4	7	-42	1	9	-1.8	-2
COc1ccc(Cn2c(SCc3ccc(C)cc3)nc3cc(OC)c(OC)cc3c2=N)cc1Cl	-26	0	9.2*	6	-7	7	19	13	-0.1	6
Cc1ccc(NC(=O)C2CCN(C(=O)c3ccco3)CC2)cc1	8	2	-3	-3	4	-1	-2	-2	0.5	-4
Cc1ccc(C(=O)Nc2ccn(Cc3ccc(F)cc3)n2)o1	-2	2	0	-3	1	7	0	-4	-0.8	3
Cn1nnc2cc(NC(=O)Nc3cccc(Cl)c3)ccc21	1	-9	7	-6	-3	-5	3	3	0.8	-2
O=C(NCC1CCCO1)c1nnc(Cc2ccc(F)cc2)o1 (stereo unspecified)	-3	-1	-3	3	-2	-2	-6	3	-0.5	1
COc1cccc(-c2nnc(-c3ccc4ccccc4c3)o2)c1	-25	-4	3	-2	10	-34	12	7	-0.3	-16
O=C(Nc1c2c(nn1-c1ccc(F)cc1)CS(=O)C2)c1ccc(Br)o1 (stereo unspecified)	2	-3	0	8	10	1	7	2	-1.7	-7
COc1ccc(NC(=S)NC23CN4CN(CN(C4)C2)C3)cc1	-1	0	-1	4	-8	4	-14	0	-0.5	-1
CCOc1ccc(-c2nnn(CC(=O)c3ccc4c(c3)OCCO4)n2)cc1	-12	-11	0	-8	16	20	-5	-2	0.3	-3
CCC(=O)C1CCCN(C(=O)c2ccc(OC3CCN(C(=O)c4cccnc4)CC3)cc2)C1 (stereo unspecified)	6	-5	0	3	3	6	6	-10	0.1	1
COc1ccc(N2CCN(C(=O)CNC(=O)c3ccc4ccccc4c3)CC2)cc1	-1	0	1	0	-3	0	6	5	-2.1	-6

Compounds listed so far containing an NH in an aromatic ring (two):
SMILES	HTRA1 inh	GC-A act	SMARCA2 activ	GC-B act	ARFGAP1 inh	ABHD4 inh	ASAP1 inh	rCAG binder	PG9 binder	Rev-erbA mod
O=c1ccc(-c2ccc(S(=O)(=O)Nc3cccc([N+](=O)[O-])c3)s2)n[nH]1	0	1	-2	0	-5	7	13	8	-0.7	3
O=C(Nc1cc(=O)[nH]c(=O)[nH]1)c1cccc(C(F)(F)F)c1	4	5	-1	-4	2	8	-10	2	-0.4	0

Next section
SMILES	HTRA1 inh	GC-A act	SMARCA2 activ	GC-B act	ARFGAP1 inh	ABHD4 inh	ASAP1 inh	rCAG binder	PG9 binder	Rev-erbA mod
COc1ccc(N2CCN(C(=O)CCNS(=O)(=O)c3ccc4c(c3)CCC(=O)N4)CC2)cc1	-4	-2	1	-2	10	4	11	-1	-2.0	-1
O=C(COC(=O)COc1ccc(Cl)cc1Br)NCc1cccs1	-10	7	-4	-5	3	-1	-8	-1	-1.4	-3
CC1CCc2sc(C(=O)NNC(=O)c3ccncc3)cc2C1 (stereo unspecified)	-6	1	-1	-9	3	2	4	5	-0.7	4
O=C(c1ccc(Cl)c(Cl)c1)N1CCC(=O)N([C@H](COCc2ccccc2)Cc2ccccc2)CC1	.	-10	-1	-6	-1	-8	-6	4	0.0	11
O=C(C[n+]1cc(-c2ccc(F)cc2)n2c1CCC2)N1c2ccccc2Sc2ccccc21	-5	3	-1	-2	0	3	-14	6	1.7	-2
CCN(CC)S(=O)(=O)c1cccc(-c2nnc(SC(C)C(N)=O)n2CCc2ccccc2)c1 (stereo unspecified)	-2	-2	0	7	-4	-12	-3	-2	-0.6	-3
CCc1c(C)nc2ncnn2c1Nc1ccc(C(C)=O)cc1	0	1	-1	3	-2	4	-10	0	0.2	0
O=C1c2ccccc2CCc2ccc(Br)cc21	-22	-2	-1	2	0	-6	4	2	0.7	8
CC1(C)CN=c2s/c(=C\c3ccc(Cl)cc3)c(=O)n2C1	10	-2	-1	-2	11	4	12	16	0.5	-4
Cc1nc(N2CCN(C(=O)COc3ccccc3)CC2)c2c(C)c(C)sc2n1	-8	5	1	3	-9	1	-3	-9	-0.8	3
CCCOC(=O)c1cc(-c2ccc(C=O)o2)ccc1Cl	-62	3	1	-5	-6	-8	2	3	1.2	1
O=C(NC(CSCc1ccccc1)C(=O)N/N=C/c1ccc(O)cc1O)c1ccc([N+](=O)[O-])cc1 (stereo unspecified)	23	-6	-3	-11	-9	-27	13	31	-2.1	5
N#Cc1cccnc1N1CCN(C(C(=O)NC2CCCC2)c2ccco2)CC1 (stereo unspecified)	.	-6	-2	-4	-3	7	-7	2	-1.6	-5
CCN(CC)C(=O)CN1CCN(c2ncccn2)CC1	0	.	3	.	-2	8	-5	-4	-0.8	.
NC(=O)C1CCN(c2oc(-c3ccccc3)nc2S(=O)(=O)c2ccc(Br)cc2)CC1	-6	-1	-1	6	1	4	3	-1	-0.5	-3
C=C1CCN(C(C)C(=O)OC)S(=O)(=O)c2ccccc21 (stereo unspecified)	-4	2	1	-2	-7	2	-2	-1	1.2	-3
CCCCNC(=O)CSc1nc2ccccc2c(=O)n1Cc1ccc2c(c1)OCO2	-6	10	-4	8	-8	-2	-6	-1	-0.9	-4
Cc1c2n(c3ccccc13)CC/C2=N\O	5	-3	0	-1	-9	-3	-10	-1	3.3	5
O=C(NCC(c1cccs1)N1CCOCC1)c1cc(S(=O)(=O)N2CCOCC2)c(Cl)cc1Cl (stereo unspecified)	-1	0	-2	-1	11	9	7	-3	0.3	-1
COCCN(C(=O)c1ccc(COc2ccccc2)o1)c1c(N)n(CC(C)C)c(=O)[nH]c1=O	8	0	-4	-1	-17	5	-3	0	-0.1	0
COc1ccc(CN(C)C(=O)c2ccncc2)c(OC)c1	2	1	-2	0	3	6	-7	-3	-1.7	-8
Cc1ccc(NC(=O)c2cc(S(=O)(=O)NCCC3=CCCCC3)ccc2F)cc1	-94	-2	-8	-5	16	-27	-4	3	-2.5	2
CC(NC(=O)c1cc(-c2ccccn2)nc2ccc(Cl)cc12)C1CCCO1 (stereo unspecified)	2	-2	1	-3	-4	4	7	2	5.1	0
Cc1c(C(=O)NCc2ccccc2C(F)(F)F)sc(=O)n1Cc1ccccc1C#N	.	-17	1	-13	-3	-3	0	2	0.3	-2
Cc1ccc(OCCNc2ccc(S(=O)(=O)N3CCCC3)cn2)cc1	-16	5	-3	5	-18	-3	-3	-5	-0.5	5
Cc1cc(C(F)F)n2nc(C(=O)Nc3ccc(S(=O)(=O)NC45CC6CC(CC(C6)C4)C5)cc3)nc2n1	-79	-1	0	-1	7	0	3	12	-2.6	1
COc1ccc(NC(=O)COc2ccc(N(C)S(=O)(=O)c3ccc(Cl)cc3)cc2)cc1	-33	-7	-4	-5	1	-9	-1	3	0.0	6
CSc1ncnc2c1ncn2CCCN1CCN(Cc2cccc3ccccc23)CC1	-7	-11	-6	-11	2	2	8	1	-0.4	6
COC(=O)N/N=C/c1cc(Br)ccc1O	4	4	-3	5	9	-4	6	0	1.5	-3
Cc1ccc(C[n+]2ccccc2)cc1	-2	4	1	4	1	3	0	1	5.3	-3
Cc1cccc(-c2nnc(SCC(=O)Nc3nc4c(s3)CCCC4)n2C)c1	-15	-15	-3	-8	-3	-2	-3	-4	1.1	-4
C[C@@H]1O[C@@H](OC[C@H]2O[C@@H](Oc3c(-c4ccc(O)cc4)oc4cc(O)cc(O)c4c3=O)[C@H](O)[C@@H](O)[C@@H]2O)[C@H](O)[C@H](O)[C@H]1O	3	4	-1	1	-11	8	3	1	-0.9	-3
COc1ccc(-c2nnc(SCCOc3cccc(C)c3)n2N)cc1	-2	-4	-3	-9	3	-10	4	-7	-1.1	2
CC(C)C(=O)Nc1cc(S(=O)(=O)Nc2ccc(Cl)cc2)ccc1Cl	-15	-6	-1	-4	-7	-10	-2	-2	-0.6	2
CCN1CCN(c2ccc(NC(=O)c3cccc(N4CCCC4=O)c3)cc2)CC1	3	-3	5	-5	-10	2	2	3	-0.8	-1
COc1ccc(S(=O)(=O)N2CCCCCC2)cc1C(=O)N(C)Cc1ccc(C(C)(C)C)cc1	-24	2	-4	7	-11	1	5	-6	2.9	9
CC1=C(C#N)C(c2ccccc2O)C(C#N)=C(C)N1	2	-1	-3	2	13	-3	4	-1	-2.9	-2
CCCCCSc1nnc(-c2ccccc2N)c(=O)[nH]1	1	4	-1	1	-13	2	16	6	-2.0	2

Screening results (PubChem)
